RGS8-Gao = modulates binding of RGS8 to human Galphao. AID 1423. multiplexed bead flow cytometry; actives lie on both sides. response (percent of control binding), % at 10 µM. hit rate 0.34% among 220,000; in the data active = response below about 60% or above about 140%; inactive = in between;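 also: Galphao activated as the GDP aluminium fluoride complex binding bead-coupled RGS8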
ABCG2 block = blocks JC-1 efflux by human ABCG2 transporter | Q9UNQ0 | IgMXP3 cells, flow cytometry | inhibition, % at 6.6 µM | hit rate 0.1% among 190,000;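 active = inhibition above 80%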;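 also: 0% = DMSO and 100% = nicardipine control wells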
Target sequence (Q9UNQ0 whole entry, looked up): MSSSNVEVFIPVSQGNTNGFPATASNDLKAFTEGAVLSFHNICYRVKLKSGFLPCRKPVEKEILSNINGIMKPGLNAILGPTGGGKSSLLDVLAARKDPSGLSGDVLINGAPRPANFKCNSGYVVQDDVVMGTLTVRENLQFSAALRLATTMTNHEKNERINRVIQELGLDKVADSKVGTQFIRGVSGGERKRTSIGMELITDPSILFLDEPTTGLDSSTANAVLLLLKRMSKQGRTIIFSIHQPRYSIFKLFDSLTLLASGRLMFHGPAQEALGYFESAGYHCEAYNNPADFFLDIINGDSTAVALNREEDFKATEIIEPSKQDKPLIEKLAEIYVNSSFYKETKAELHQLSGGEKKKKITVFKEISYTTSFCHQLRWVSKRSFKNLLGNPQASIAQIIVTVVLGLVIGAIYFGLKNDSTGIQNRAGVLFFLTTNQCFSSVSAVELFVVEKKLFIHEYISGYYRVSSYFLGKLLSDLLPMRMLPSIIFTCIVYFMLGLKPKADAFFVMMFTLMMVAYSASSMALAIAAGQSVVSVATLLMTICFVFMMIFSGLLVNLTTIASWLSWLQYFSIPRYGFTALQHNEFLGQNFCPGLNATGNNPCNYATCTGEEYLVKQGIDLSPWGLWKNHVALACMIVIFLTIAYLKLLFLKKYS
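Measure – % inhibition of efflux relative to nicardipine and DMSO · Test system – ABCG2 IgMXP3 and barcoded ABCB1 CCRF-Adr cell mix · Control set – nicardipine as high control, DMSO as low control · Compound – one concentration, 6.6 µM final · Signal – flow cytometry of retained JC-1 fluorescence · Timing – 10 min exposure at 25 °C with rotation, no wash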
ABCB1 inh = blocks JC-1 efflux by human ABCB1 transporter; P08183; CCRF-Adr cells, flow cytometry; inhibition, % at 6.6 µM; hit rate 0.067% among 190,000; AID 1326; in the data active = inhibition above about 40%;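 also: 0% = vehicle and 100% = reference inhibitor; higher value means more JC-1 retained so stronger ABCB1 efflux block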
Bim-Bcl-W = disrupts Bim peptide binding to human Bcl-W; Q92843; AID 952; bead-based flow cytometry; hit rate 0.02% among 190,000; inhibition, % at 10 µM;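 also: 0% = bound tracer without compound and 100% = peptide blocker; higher means less fluorescent Bim peptide bound to Bcl-W beads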
RGS7-Gao reg = modulates binding of RGS7 to human Galphao. P09471. Multiplexed bead flow cytometry; actives lie on both sides. binding response (% of control), % at 10 µM. hit rate 0.35% among 220,000. AID 1439; in the data active = binding response below about 49% or above about 150%; inconclusive = no clear call, values can overlap the other calls; inactive = in between;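 also: fluorescent Galphao held in activated GDP-AlF4 state binding bead-coupled RGS7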
RGS4-Gao reg = human RGS4-Galphao interaction regulation. P09471. Multiplexed bead flow cytometry, RGS4-Galphao binding; actives lie on both sides. hit rate 0.33% among 220,000. binding response (% of control), % at 10 µM. AID 1415; in the data active = binding response below about 49% or above about 150%; inactive = in between;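 also: fluorescent Galphao activated with aluminum fluoride binding bead-coupled RGS4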
Bim-Bfl-1 = disrupts Bim binding to human Bfl-1. Q16548. Bead-based flow cytometry, Bim-Bfl-1 binding inhibition. inhibition, % at 10 µM. hit rate 0.12% among 190,000. AID 1008;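 also: 0% = wells without compound plus tracer and 100% = blocker peptide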
Bim-Mcl-1 = disrupts Bim peptide binding to human Mcl-1; inhibition, % at 10 µM; hit rate 0.1% among 190,000; AID 1009; Bead-based flow cytometry, Bim peptide-Mcl-1 binding; Q07820;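 also: 0% = no compound tracer wells and 100% = peptide blocker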
Bcl-B Bim block = inhibitors of Bim-Bcl-B interaction, human; hit rate 0.073% among 190,000; AID 951; inhibition, % at 10 µM; Q9HD36; bead-based flow cytometry, Bim peptide-Bcl-B binding;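 also: 0% = tracer peptide without compound and 100% = reference inhibitor peptide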
Bim-Bcl-2 = disrupts Bim peptide binding to human Bcl-2; AID 950; hit rate 0.06% among 190,000; inhibition, % at 10 µM; Bead-based flow cytometry, Bim peptide-Bcl-2 binding; in the data active = inhibition above about 40%; inconclusive = no clear call, values can overlap the other calls;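 also: 0% = no compound wells with probe peptide and 100% = reference peptide inhibitor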
Bcl-XL Bim block = disrupts Bim peptide binding to human Bcl-XL; Q07817; bead flow cytometry, fluorescence; inhibition, % at 10 µM; hit rate 0.04% among 190,000
Target sequence (Q07817 whole entry, looked up): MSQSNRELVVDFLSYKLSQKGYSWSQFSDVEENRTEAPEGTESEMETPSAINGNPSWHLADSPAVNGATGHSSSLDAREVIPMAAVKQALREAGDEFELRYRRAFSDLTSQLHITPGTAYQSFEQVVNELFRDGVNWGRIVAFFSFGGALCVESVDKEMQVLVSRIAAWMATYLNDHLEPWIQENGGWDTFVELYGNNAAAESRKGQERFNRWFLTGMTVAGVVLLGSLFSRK
Numbers without * were called inactive; ? = inconclusive. Rule as the data show it, unless noted: active = inhibition above about 40%.

Letters – A = RGS8-Gao; B = ABCG2 block; C = ABCB1 inh; D = Bim-Bcl-W; E = RGS7-Gao reg; F = RGS4-Gao reg; G = Bim-Bfl-1; H = Bim-Mcl-1; I = Bcl-B Bim block; J = Bim-Bcl-2; K = Bcl-XL Bim block
> O=C(N/N=C/c1cccs1)c1ccc2ncccc2c1
  A: 103	B: 11	C: 0.2	D: 0	E: 96	F: 107	G: -4	H: -2	I: -5	J: -1	K: -3

> O=C(Nc1ccccc1N1CCOCC1)c1cc2c(s1)CCCCC2
  A: 90	B: 3	C: 0.8	D: 0	E: 93	F: 92	G: 4	H: -2	I: 0	J: -2	K: 0

> Cn1c(SCC(=O)c2ccc3c(c2)Cc2ccccc2-3)nnc1-c1cccc(N)c1
  A: 90	B: -2	C: -0.6	D: -1	E: 67	F: 78	G: 4	H: -6	I: -9	J: 1	K: -4

> CC1Nc2nc(N(C)C)[nH]c(=O)c2NC1C (stereo not drawn)
  A: 98	B: 8	C: 0.6	D: -2	E: 100	F: 99	G: -9	H: -2	I: -8	J: -7	K: -2

> COc1cc2c(cc1OC)C(NC(=O)C(F)(F)F)C/C2=N\O (stereo not drawn)
  A: 99	B: 2	C: 0.4	D: 3	E: ?	F: 99	G: -4	H: 0	I: -3	J: -1	K: 0

> Cn1nnnc1SCC(=O)N1CCN(S(=O)(=O)c2ccc(Cl)cc2)CC1
  A: 102	B: 4	C: 0.9	D: -1	E: 101	F: 103	G: -4	H: 1	I: -3	J: 0	K: 0

> CC(C)N(Cc1nc(-c2ccccc2)no1)C(=O)c1ccc([N+](=O)[O-])cc1
  A: 103	B: 8	C: 0.9	D: -2	E: 99	F: 103	G: -4	H: 0	I: -5	J: -3	K: -4

> CC(=O)Nc1ccc(NC(=O)Cn2c(=O)n(-c3ccc(C)cc3)c(=O)c3oc4ccccc4c32)cc1
  A: 102	B: 0	C: 0.7	D: 0	E: 97	F: 101	G: 0	H: 1	I: 0	J: 2	K: -2

> O=C(CSc1nc(Cc2ccccc2)nc2ccccc12)Nc1nc2c(s1)CCCC2
  A: 105	B: -1	C: -0.4	D: 1	E: 104	F: 102	G: -10	H: 0	I: -6	J: -6	K: 0

> COc1ccc(NC(=O)c2ccc3c(SCC(=O)O)c4c(nc3c2)CCCC4)cc1Cl
  A: 98	B: -4	C: -1.1	D: -1	E: ?	F: 100	G: 2	H: 2	I: 4	J: 2	K: 3

> Cc1cc(C)cc(NC(=O)c2cc(C)nn2C)c1
  A: 100	B: 1	C: 0.0	D: -1	E: 103	F: 101	G: 0	H: -1	I: 0	J: -2	K: 1

> CN(C)C(=O)c1ccc(Cl)cc1[N+](=O)[O-]
  A: 107	B: 0	C: 0.1	D: -3	E: 103	F: 105	G: -5	H: -3	I: -7	J: -5	K: -4

> O=C1CN(C(=S)Nc2ccccc2Cl)CCN1
  A: 98	B: -1	C: -0.4	D: 0	E: 97	F: 100	G: -3	H: -3	I: -14	J: -6	K: -1

> NC(=O)NC(=O)COC(=O)CCCCCNS(=O)(=O)c1ccc2c(c1)OCCO2
  A: 99	B: 0	C: -0.2	D: -1	E: ?	F: 99	G: -4	H: -2	I: -3	J: 0	K: -3

> COc1cc(NC(=O)COC(=O)c2nc3nc(C)cc(C)n3n2)cc(OC)c1
  A: 101	B: 4	C: 0.3	D: 0	E: 99	F: 102	G: -12	H: 0	I: -5	J: -3	K: -1

> Cc1ccc(C)n1NC(=O)c1ccc(O)cc1
  A: 98	B: -1	C: -0.2	D: 0	E: 105	F: 98	G: -5	H: 1	I: -5	J: -5	K: -2

> CN(C(=O)c1coc(=O)c2ccccc12)c1ccc(F)cc1
  A: 100	B: 1	C: 0.3	D: -2	E: 107	F: 104	G: -1	H: -1	I: 0	J: -1	K: -2

> CN(C)S(=O)(=O)c1ccc(Cl)c(NC(=O)COC(=O)C2CSC3(C)CCC(=O)N23)c1 (stereo not drawn)
  A: 99	B: 1	C: 0.1	D: -2	E: 102	F: 73	G: -12	H: 1	I: -5	J: -4	K: -2

> Cn1c(SCCS(=O)(=O)c2ccc(Cl)cc2)nnc1-c1ccccc1
  A: 100	B: 5	C: 0.9	D: -2	E: 101	F: 100	G: -1	H: -1	I: -5	J: -1	K: -2

> CC1CC(NNC(=O)c2ccccc2)=Nc2ccccc2N1C (stereo not drawn)
  A: 100	B: 2	C: 0.7	D: -1	E: 97	F: 99	G: -2	H: -1	I: -4	J: 0	K: -4

> Cc1cc(C)c2c(=O)[nH]c(SCC(=O)c3ccc(F)c(C)c3)nc2n1
  A: 97	B: 0	C: 0.2	D: -4	E: 96	F: 94	G: -3	H: -6	I: 0	J: 1	K: -3

> O=c1c2c3n(c(=S)nc2[nH]n1-c1ccccc1)CCCCC3
  A: 107	B: 5	C: 0.2	D: 4	E: 107	F: 110	G: -11	H: 0	I: -5	J: -8	K: 5

> Cc1ccc(Nc2nc(-c3ccc(S(=O)(=O)N4CCCC4)cc3)cs2)cc1C
  A: 97	B: -1	C: -0.2	D: 2	E: 100	F: 98	G: 1	H: 0	I: -1	J: -3	K: -1

> COc1cccc(C(=O)N2N=C(c3cccc(OC)c3)CC2(O)C(F)(F)F)c1 (stereo not drawn)
  A: 102	B: 8	C: 1.0	D: 2	E: 104	F: 98	G: -13	H: 0	I: -5	J: -7	K: 1

> Cc1cccc(N2C(=O)NC3(CCCCC3)C2=O)c1
  A: 100	B: 1	C: 0.0	D: 1	E: 103	F: 102	G: -8	H: 4	I: -5	J: -6	K: 0

The final 3 compounds of the section above open the next one.
Letters – A = RGS8-Gao; B = ABCG2 block; C = ABCB1 inh; D = Bim-Bcl-W; E = RGS7-Gao reg; F = RGS4-Gao reg; G = Bim-Bfl-1; H = Bim-Mcl-1; I = Bcl-B Bim block; J = Bim-Bcl-2; K = Bcl-XL Bim block
> Cc1ccc(Nc2nc(-c3ccc(S(=O)(=O)N4CCCC4)cc3)cs2)cc1C
  A: 97	B: -1	C: -0.2	D: 2	E: 100	F: 98	G: 1	H: 0	I: -1	J: -3	K: -1

> COc1cccc(C(=O)N2N=C(c3cccc(OC)c3)CC2(O)C(F)(F)F)c1 (stereo not drawn)
  A: 102	B: 8	C: 1.0	D: 2	E: 104	F: 98	G: -13	H: 0	I: -5	J: -7	K: 1

> Cc1cccc(N2C(=O)NC3(CCCCC3)C2=O)c1
  A: 100	B: 1	C: 0.0	D: 1	E: 103	F: 102	G: -8	H: 4	I: -5	J: -6	K: 0

> CC1=NC(C)(C)Cc2c(C)cccc21
  A: 100	B: 3	C: 0.7	D: -3	E: 102	F: 101	G: -6	H: -2	I: -4	J: -3	K: -3

> O=C(O)c1ccc(CNC(=O)c2ccccc2NC(=O)c2ccc([N+](=O)[O-])cc2)cc1
  A: 98	B: 13	C: 1.7	D: -2	E: 95	F: 101	G: 5	H: -1	I: 0	J: 0	K: -1

> Cc1cc(C(F)(F)F)nn1CC(=O)N1CCOCC1
  A: 104	B: 2	C: 0.2	D: 0	E: 105	F: 103	G: -15	H: 1	I: -7	J: -7	K: -3

> COc1ccc(OC)c2[nH]c(=O)c(CCNC(=O)c3cc4ccccc4o3)cc12
  A: 101	B: 7	C: 2.7	D: 2	E: 103	F: 101	G: -8	H: 2	I: -6	J: -3	K: 0

> Cc1cc(NCCCn2ccnc2)n2nc(C)c(-c3ccc(Cl)cc3)c2n1
  A: 103	B: 9	C: 2.1	D: 0	E: 100	F: 102	G: -5	H: -4	I: -2	J: -6	K: -3

> CC(=O)CSc1nnc(Cc2ccc3c(c2)OCO3)o1
  A: 104	B: 10	C: 1.5	D: -7	E: 105	F: 105	G: -2	H: -6	I: -12	J: -1	K: -8

> COc1ccc(N(CC(=O)NCc2cccs2)S(=O)(=O)c2c(C)nn(C)c2C)cc1
  A: 100	B: 0	C: 0.2	D: 2	E: 96	F: 102	G: -11	H: 0	I: -6	J: -8	K: -3

> O=c1[nH]n(Cc2ccccc2)c(=O)c2ccccc12
  A: 99	B: 6	C: 0.5	D: 2	E: 96	F: 100	G: -6	H: 0	I: -1	J: -3	K: -3

> CC(=O)N1CCc2c(sc3c2c(=O)n(-c2ccccc2)c(=O)n3Cc2ccccc2Cl)C1
  A: 99	B: 11	C: -0.4	D: -3	E: 100	F: 102	G: -16	H: -4	I: -6	J: -2	K: -6

> Fc1ccc(-c2cc(C(F)(F)F)nc(-n3cc(Cl)cn3)n2)cc1
  A: 104	B: 27	C: -0.4	D: -2	E: 99	F: 99	G: -6	H: -1	I: -1	J: -1	K: -2

> CC(=O)NN1C(=O)c2ccccc2NC1c1ccco1 (stereo not drawn)
  A: 100	B: 3	C: 0.9	D: -2	E: 94	F: 98	G: -3	H: 0	I: -3	J: -1	K: 0

> Cc1c(Cl)cccc1NC(=O)CCN1CCCCC1
  A: 76	B: 1	C: 0.2	D: 2	E: 87	F: 89	G: 1	H: 3	I: 1	J: 1	K: 2

> CCCCc1ccc(NC(=O)C2CCN(S(C)(=O)=O)CC2)cc1
  A: 101	B: 0	C: 0.1	D: 0	E: 100	F: 99	G: 2	H: 0	I: -2	J: -1	K: 0

> COc1ccc(NC(=O)C2(c3ccccc3)CCCC2)cc1
  A: 100	B: 4	C: 0.8	D: -2	E: 98	F: 99	G: -8	H: -3	I: -2	J: -2	K: -2

> CCc1ccc(N2C(=O)/C(=C/c3cccs3)N(CC(=O)OC)C2=S)cc1
  A: 98	B: 2	C: 0.0	D: 2	E: 91	F: 96	G: -11	H: 1	I: -4	J: -10	K: -1

> COC(=O)C(C)Sc1ccc2nnc(-c3ccc(F)cc3)n2n1 (stereo not drawn)
  A: 100	B: 2	C: 0.8	D: -1	E: 99	F: 102	G: -1	H: -1	I: 0	J: -1	K: 0

> Cc1ccc(CNC(=O)CNC(=O)c2c(C)nn(C)c2Cl)cc1
  A: 101	B: 0	C: 0.4	D: -3	E: ?	F: 102	G: -6	H: -3	I: -5	J: -5	K: -2

> c1ccc(CN(Cc2ccco2)C(c2ccncc2)c2nnnn2C2CCCC2)cc1 (stereo not drawn)
  A: 97	B: 2	C: 2.6	D: -1	E: 95	F: 96	G: 0	H: -2	I: -3	J: 0	K: -1

> CCOC(=O)C1(CCOc2ccccc2)CCN(C(=O)c2cncs2)CC1
  A: 122	B: 1	C: 1.3	D: -2	E: 122	F: 107	G: -5	H: -2	I: -2	J: -5	K: -1

> O=C(Nc1nc(-c2ccc(-c3ccccc3)cc2)cs1)C1CCCO1 (stereo not drawn)
  A: 97	B: 6	C: 0.2	D: 3	E: 94	F: 96	G: -11	H: -3	I: -9	J: -10	K: -10

> CN(C)C(=O)COC(=O)[C@H](Cc1ccccc1)NC(=O)c1ccco1
  A: 99	B: 1	C: 0.3	D: -1	E: 109	F: 99	G: -2	H: -2	I: -1	J: -2	K: -3

Screens: PubChem BioAssay, NMMLSC
